PME-1 primary: PME-1 inhibitors via competitive probe labeling, primary screen, biochemical, fluorescence polarization, FP-Rh probe, HTS; Protein phosphatase methylesterase 1 (Homo sapiens), Q9Y570; recombinant PME-1; inhibition, % at 5.9 µM; 0.53% of 320,000 active; AID 2130, 2009;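 active means inhibition above the campaign mean of all compounds plus 3 SD, cut at about 26% in these data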;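 further: competitive labeling of PME-1 active site by serine hydrolase directed probe; 0% = PME-1 with DMSO and 100% = wells lacking PME-1 enzyme; inhibitors block probe labeling so polarization falls and inhibition rises; many of its hits are not listed in these tables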
Fam108B counter: mouse Fam108B serine hydrolase inhibitors, primary screen, counter-screen for RBBP9 inhibitor project, biochemical, fluorescence polarization | recombinant Fam108B, FP-Rh probe fluorescence polarization | inhibition, % at 9.51 µM | 0.33% of 300,000 active | AID 1947, 2009;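 active means inhibition above the screen mean inhibition plus 3 SD, computed separately per campaign, cut at about 18% in these data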;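 further: inhibitors lower polarization as less probe binds the enzyme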
MEX-5 binding: MEX-5 zinc finger RNA-binding disruptors – biochemical, C. elegans, fluorescence polarization, MLPCN library, primary screen; MEX-5/FITC-TCR2 RNA binding; stronger effect = lower value; activity score (negative = inhibition of binding), % at 10 µM; 0.38% of 300,000 active; Zinc finger protein mex-5 (Caenorhabditis elegans), Q9XUB2;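 active means inhibition past about -25% in most replicates, and total fluorescence under double the plate's negative control median, limit read from the data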;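 further: 0% = DMSO and -100% = 5 µM competing unlabeled TCR2 RNA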
GLD-1 TGE inh: GLD-1/TGE RNA complex disruptors, primary screen, biochemical, fluorescence polarization; Female germline-specific tumor suppressor gld-1 (Caenorhabditis elegans), Q17339; purified GLD-1 + fluorescein TGE RNA; inhibition, % at 5.96 µM; 0.44% of 320,000 active;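 active means percent inhibition above a per-plate cutoff, the plate mean of test compounds plus 3 SD, cut at about 30% in these data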;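 further: 0% = DMSO wells with GLD-1 and probe and 100% = wells lacking GLD-1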
Target sequence (Q17339 whole entry, looked up): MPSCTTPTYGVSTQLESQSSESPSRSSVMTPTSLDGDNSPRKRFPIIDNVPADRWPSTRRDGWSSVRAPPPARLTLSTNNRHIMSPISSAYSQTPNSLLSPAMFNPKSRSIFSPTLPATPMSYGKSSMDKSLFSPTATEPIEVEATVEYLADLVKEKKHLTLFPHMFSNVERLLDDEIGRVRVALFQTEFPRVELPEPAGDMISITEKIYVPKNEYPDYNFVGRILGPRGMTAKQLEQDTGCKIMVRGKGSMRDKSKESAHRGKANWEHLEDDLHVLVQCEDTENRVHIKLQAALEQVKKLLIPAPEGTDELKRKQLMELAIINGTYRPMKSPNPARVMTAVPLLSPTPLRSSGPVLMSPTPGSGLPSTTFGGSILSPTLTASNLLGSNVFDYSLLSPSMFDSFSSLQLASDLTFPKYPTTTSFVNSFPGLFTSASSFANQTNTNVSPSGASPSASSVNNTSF
GSTO1 inh: inhibitors of recombinant GSTO1, primary screen, counter-screen for RBBP9 inhibitor project, biochemical, fluorescence polarization; Glutathione S-transferase omega-1 (Homo sapiens), P78417; 1.1% of 300,000 active; activity-based probe fluorescence polarization; inhibition, % at 5.96 µM;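 active means inhibition above the campaign mean inhibition plus 3 SD, cut at about 35% in these data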;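 further: 0% = GSTO1-1 with DMSO and 100% = wells lacking GSTO1-1 enzyme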
Target sequence (P78417 whole entry, looked up): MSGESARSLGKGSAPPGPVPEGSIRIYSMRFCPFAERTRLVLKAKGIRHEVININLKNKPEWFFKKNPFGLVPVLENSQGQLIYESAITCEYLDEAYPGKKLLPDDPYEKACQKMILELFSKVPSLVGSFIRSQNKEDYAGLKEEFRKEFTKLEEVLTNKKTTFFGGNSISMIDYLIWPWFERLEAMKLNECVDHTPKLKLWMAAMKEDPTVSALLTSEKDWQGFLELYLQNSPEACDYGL
Bcl-xL primary: inhibitors of human Bcl-xL, primary screen, biochemical, fluorescence polarization, HTS | GST-Bcl-xL / FITC-Bim BH3 peptide fluorescence polarization | inhibition, % at 10.9 µM | 0.7% of 320,000 active;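 active means inhibition above the mean of all tested compounds plus 3 SD, cutoff set per campaign, cut at about 30% in these data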;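 further: 0% = DMSO wells and 100% = unlabeled Bim-BH3 peptide competitor; inhibitors lower millipolarization by displacing the labeled peptide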
PAD4 FP inh: human PAD4 inhibitors, primary screen, biochemical, fluorescence polarization, 1536-well format. Protein-arginine deiminase type-4 (Homo sapiens), Q9UM07. recombinant PAD4, RCA probe fluorescence polarization. inhibition, % at 6.36 µM. 0.41% of 330,000 active;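 active means percent inhibition above a cutoff equal to the mean of all tested compounds plus 3 SD, cut at about 15% in these data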;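 further: 0% = PAD4 with RCA probe and DMSO and 100% = probe without PAD4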
MCL1-BIM inh: inhibitors of MCL1 binding to BIM-BH3, primary screen, biochemical, fluorescence polarization; 0.68% of 320,000 active; inhibition, % at 10.9 µM; GST-MCL1 / FITC-Bim-BH3 fluorescence polarization; Induced myeloid leukemia cell differentiation protein Mcl-1 (Homo sapiens), Q07820; AID 2057, 2009;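 active means inhibition above the mean inhibition of all tested compounds plus 3 SD, set per campaign, cut at about 40% in these data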;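 further: 0% = DMSO wells and 100% = unlabeled Bim-BH3 peptide control; higher means more loss of mP so more displacement of Bim peptide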
Target sequence (Q07820 whole entry, looked up): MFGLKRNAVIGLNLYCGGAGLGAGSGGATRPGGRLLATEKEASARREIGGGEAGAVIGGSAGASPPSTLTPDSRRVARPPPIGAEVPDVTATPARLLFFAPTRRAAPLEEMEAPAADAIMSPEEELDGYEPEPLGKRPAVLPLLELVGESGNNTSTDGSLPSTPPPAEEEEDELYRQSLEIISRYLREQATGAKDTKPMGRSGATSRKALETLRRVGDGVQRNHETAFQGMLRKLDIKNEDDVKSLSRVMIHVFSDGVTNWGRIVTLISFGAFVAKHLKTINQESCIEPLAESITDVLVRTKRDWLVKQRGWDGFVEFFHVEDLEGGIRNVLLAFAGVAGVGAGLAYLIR
TPT1 inh: Candida albicans TPT1 enzyme inhibitors, primary screen, biochemical, fluorescence polarization | inhibition, % at 5 µM | recombinant caTPT1, FP RNA substrate dephosphorylation | 0.81% of 300,000 active;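 active means inhibition above the mean of all tested compounds plus 3 SD, set per screening campaign, cut at about 24% in these data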;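 further: plate controls were DMSO alone for no effect and ferristatin control at 100 nM for full effect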
Numbers without * were called inactive; · = not tested or not shown.

SMILES	PME-1 primary	Fam108B counter	MEX-5 binding	GLD-1 TGE inh	GSTO1 inh	Bcl-xL primary	PAD4 FP inh	MCL1-BIM inh	TPT1 inh
O=C(CN1C(=O)NC2(CCCC2)C1=O)N1CCN(C(=O)c2ccco2)CC1	-2	2	-1.3	1	3	-3	2	-6	3
COc1cccc(NC(=O)CCNS(=O)(=O)c2ccc(Br)s2)c1	-7	-5	1.3	11	6	0	2	-2	-3
O=C(c1ccc(CN2CCc3ccccc3C2)cc1)N1CCc2ccccc2C1	-4	0	-4.7	4	0	7	0	2	3
COc1ccc(C(=O)C(CCCCC(CN(C)C)C(=O)c2ccc(OC)cc2)CN(C)C)cc1 (configuration not stated)	-3	-5	2.0	-1	-11	8	-2	2	6
COc1ccc(NC(=O)CN2C(=O)COc3ccc(C)cc32)c(OC)c1	-3	2	-1.7	2	0	4	1	0	-3
Clc1ccccc1-c1nnc(-c2cccs2)o1	1	-3	2.9	4	1	2	-4	6	-2
CCOc1cc(C)c(S(=O)(=O)NC2CC(C)(C)NC(C)(C)C2)cc1C	-4	2	-0.4	1	37*	12	-3	18	6
Cc1ccc2c(c1)N(CCC(=O)NCCCN1CCCC1)C(=O)CO2	2	-2	-3.0	0	0	1	0	7	-1
CCCS(=O)(=O)N1CCN(C(=O)COc2ccccc2)CC1	0	-7	0.6	7	6	-3	-2	-7	2
O=C(NCc1ccco1)C(c1ccco1)N(CCc1ccccc1)C(=O)Cn1nnc2ccccc21 (configuration not stated)	0	-1	-1.0	3	1	4	6	-2	4
COc1ccc(CCN(C)C(=O)C2CC(=O)N(Cc3ccc(C)cc3)C2)cc1OC (configuration not stated)	-5	·	·	2	·	-2	-2	-3	·
COc1ccc(CC(=O)OCc2nnc(-c3ccccc3)o2)cc1	4	-4	1.9	-1	12	4	-2	0	1
Cc1ccc(CNC(=O)C2CCCN2C(=O)NCc2ccccc2)cc1 (configuration not stated)	2	0	-1.0	2	-1	1	-2	1	-7
Cc1cc(C)nc(NC(N)=NC(C)c2ccccc2)n1 (configuration not stated)	1	0	-0.6	7	10	3	2	3	-7
CCOc1ccc(NC(=O)Cn2nnc(-c3ccccc3NC(=O)CC)n2)cc1	-3	-3	-1.2	1	5	4	-1	-1	0
COCCNC(=O)C(=O)N/N=C(\C)CC(=O)Nc1cccnc1	-1	3	-0.2	10	-2	6	1	11	2
CC(=O)Nc1ccc(S(=O)(=O)NCc2ccc(C(=O)NC(C)c3ccccc3)cc2)cc1 (configuration not stated)	-3	1	3.3	2	2	3	0	6	-2
CC1(C)Oc2ccc3ccc(=O)oc3c2/C(=C/Nc2cccc(O)c2)C1=O	3	2	-2.0	6	-7	1	1	-6	4
Cc1nn(-c2ccccc2)c(Cl)c1CN(C(=O)CCl)c1cccc2ccccc12	-3	-5	2.0	-10	89*	-3	8	-11	9
COc1ccc(Cl)cc1-c1n[nH]c(=S)o1	1	1	-2.9	-11	1	-20	3	-13	-1
COc1ccc(CC(=O)OCC(=O)NC2CC2)cc1	3	·	·	-3	·	2	-4	4	·
O=C(O)CCC(=O)NNC(=O)c1cccc(Br)c1	-2	-1	-7.8	0	5	0	-7	1	0
COc1ccc(-n2ncc3c(SCC(=O)N4CCN(c5ccccc5OC)CC4)ncnc32)cc1	-1	-2	-1.7	4	0	2	-1	0	-3
Cc1cc(C(=O)N2CCCC(CCC(=O)N3CCN(c4ccccn4)CC3)C2)c(C)o1 (configuration not stated)	1	-4	1.3	14	-1	6	-2	3	-2
CCN(CC)CCCNC(CC(=O)Nc1cccc([N+](=O)[O-])c1)C(=O)O (configuration not stated)	6	2	-1.1	-2	0	5	-5	7	0
COC(=O)c1sccc1Oc1ccc(Cl)cc1N1C(=O)CCC1=O	-7	2	-1.2	5	7	1	0	5	2
Cc1ccc(NC(=O)c2ccc(OCc3c(C)noc3C)cc2)c(C)c1	-1	·	·	7	·	6	2	9	·
Cc1sc2nc(SCC(=O)N(C)c3ccccc3)n(C)c(=O)c2c1C	-4	1	0.5	-3	0	7	-1	10	1
O=S(=O)(c1cc(Cl)c(Cl)cc1Cl)N1CCN2CCCC2C1 (configuration not stated)	-5	4	-1.7	5	3	4	0	11	-1
O=C(N[C@@H](Cc1ccccc1)C(=O)OCc1ccccc1)c1nc[nH]c1C(=O)N1CCc2ccccc2C1	-1	-6	1.7	-4	3	4	-1	5	4
Cc1ccc(NC(=O)CCCCCN2C(=O)[C@@H]3Cc4ccccc4CN3C2=O)c(C)c1	4	4	-1.7	-2	3	5	0	2	-2
COc1ccccc1CN1CCN(Cc2nc(-c3ccccc3)no2)CC1	-5	2	-0.4	-4	8	7	-2	3	1
COc1ccc(C(=O)NCCS(=O)(=O)N(C)Cc2ccccc2)cc1	-1	4	-0.7	0	0	-2	-4	-3	2
COc1ccc(S(=O)(=O)N2CCN(C)CC2)cc1NC(=O)c1ccccc1C	-1	0	3.1	1	4	6	2	6	-2
CCC(=O)Nc1ccc2c(c1)nc(CCN1CCN(C)CC1)n2C	1	0	0.7	7	-1	-2	-1	6	-2
CCn1c(=O)n(CC(=O)NC2CCCC(C)C2C)c(=O)c2ccccc21 (configuration not stated)	-4	-4	1.8	-6	4	2	-4	1	1
N#Cc1ccccc1OCc1nnc(-c2ccccc2Br)o1	4	0	1.7	-6	-4	-4	-8	-3	2
CS(=O)(=O)N(CC(=O)N1CCOCC1)c1cc(C(F)(F)F)ccc1Cl	14	3	0.1	-1	2	-7	-1	-6	1
COc1ccc(-c2cc(C(=O)Nc3cc(Cl)ccc3O)no2)cc1	-2	-17	-2.0	2	-5	2	-1	5	2
Cc1ccc(S(=O)(=O)Nc2nc3ccccc3nc2NCC2CCCO2)cc1C (configuration not stated)	3	1	1.3	4	2	2	-1	1	-2
CN(CC(=O)Nc1ccccc1C(F)(F)F)C(=O)CSc1nnnn1C	3	4	-1.5	3	0	3	-7	4	-5
O=C(COC(=O)c1cccc(NS(=O)(=O)c2ccc(F)c(F)c2)c1)NC(=O)NC1CCCCC1	4	-3	-0.1	0	5	-4	0	-12	2
CCN(CC)c1ccc(/C=C2\NC(=O)NC2=O)cc1	-1	0	-6.1	-48	5	-22	-1	-53	27*
COc1ccc(Cc2nn3c(-c4ccccc4OC)nnc3s2)cc1	0	-1	-3.3	5	-5	-3	2	-7	2
Oc1ccc(-c2csc(-c3ccccc3)n2)cc1O	-17	4	-8.2	9	39*	3	1	20	1
Cc1cccc(C)c1N1CCN(C(=O)N2CCCCC2)CC1	-1	3	-3.6	-3	4	3	-4	1	0
COc1ccccc1C(=O)Nc1ccc(C(=O)/C=C/c2cccs2)cc1	-29	-20	-0.4	-1	-16	2	6	1	-3
CC(C)Oc1ccccc1-c1cc(C(=O)N/N=C/c2cccnc2)c2ccccc2n1	7	2	4.4	-1	-3	6	0	3	-1
COc1ccc(C(=O)/C=C/c2ccc(OC)c(COc3ccccc3F)c2)cc1	-13	-8	3.7	1	1	0	2	4	-1
N#CC(=NCc1cccnc1)C1=C(O)c2ccccc2C1=O	-2	0	0.1	0	-5	2	5	1	4
COCCNC(=S)N/N=C(\C)c1ccc(-n2ccnc2)cc1	0	1	0.1	-1	4	7	-9	-1	2
COc1ccc(-c2nnn(CC#N)n2)cc1OC	0	4	0.8	-8	-15	9	-1	9	2
COc1ccc([N+](=O)[O-])cc1NC(=O)COC(C)=O	1	1	1.2	-1	11	1	1	-7	-3
Cc1cccc(NC(=O)C2Cc3ccccc3CN2C(=O)OCc2ccccc2)c1C (configuration not stated)	0	0	1.3	0	0	1	-3	-6	-1
Cc1ccc(Cc2nc(-c3cccc(C)c3)no2)cc1	-5	-3	0.6	5	1	2	-2	3	2
Clc1ccc(-c2cc(-c3nnc4n3CCCCC4)c3ccccc3n2)cc1	2	-4	-0.3	4	-2	1	1	7	-5
Cc1cc(C(=O)COC(=O)c2ccc[nH]c2=O)c(C)n1-c1ccc(F)cc1	5	-3	-5.4	3	-5	-14	12	-16	2
O=C1CNC(=S)N1CCc1ccc(O)c(O)c1	1	0	-30*	-2	60*	11	-3	7	6
C#CCNC(=O)C1=C[C@H](c2coc3ccccc3c2=O)[C@@H](CCCO)[C@H](OCC)O1	-2	2	-2.4	3	-1	1	5	-3	-1
CNc1cc(N2CCCC2)ccc1[N+](=O)[O-]	2	0	0.0	3	2	6	0	10	-9

Other compounds follow.
SMILES	PME-1 primary	Fam108B counter	MEX-5 binding	GLD-1 TGE inh	GSTO1 inh	Bcl-xL primary	PAD4 FP inh	MCL1-BIM inh	TPT1 inh
Cc1onc(-c2ccccc2)c1C(=O)Nc1sc2c(c1C#N)CCC(C)C2 (configuration not stated)	-5	-4	-1.2	6	3	2	1	2	3
CCCCNC(=S)NNC(=O)c1cc(-c2cccnc2)nc2ccccc12	7	7	0.3	3	-3	4	1	12	-2
c1ccc(-c2nc(NCCCn3ccnc3)c3ccccc3n2)cc1	-6	-4	3.4	1	1	6	-2	1	-3
O=C(NNC(=O)C12CC3CC(CC(C3)C1)C2)c1cnccn1	-9	4	-1.8	4	7	3	6	10	-6
COC(=O)c1cccc(-n2c(CCC(=O)O)ccc2-c2cccs2)c1	-3	0	-2.9	-4	0	11	-7	11	2
CCC1CN(C(=O)N2CCC(C(=O)NCc3cccc(F)c3)CC2)c2ccccc2O1 (configuration not stated)	0	-2	-2.1	11	5	-3	2	-3	3
CC(C(=O)Nc1cccc([N+](=O)[O-])c1)N1CCN(C/C=C/c2ccccc2)CC1 (configuration not stated)	-3	0	-0.8	-4	3	0	-2	-6	1
O=C(c1ccc(Br)o1)N1CCN(c2ccc3nnc(-c4ccccc4)n3n2)CC1	-3	-3	1.8	7	40*	8	-2	1	-3
O=[N+]([O-])c1ccccc1/C=C/CN1CCN(Cc2ccc3c(c2)OCO3)CC1	-2	6	-4.3	-3	-4	5	0	11	1
CCCn1c(=S)[nH]c2cc(Cl)ccc21	-3	4	2.9	6	2	-32	0	-28	1
Cc1ccsc1C(=O)NNC(=O)C1CCCCC1C(=O)O (configuration not stated)	-2	-2	-0.8	2	1	4	-3	4	3
CN(C)C(CNS(=O)(=O)c1ccc(Cl)cc1)c1cccnc1 (configuration not stated)	-2	1	-0.4	-2	-1	0	-2	7	2
Cc1nnc(NC(=O)CCCCCN2C(=O)C3C4C=CC(C4)C3C2=O)s1 (configuration not stated)	7	4	1.7	2	2	4	-2	-2	-1
CC(C)CNC(=O)c1coc(=O)c(Br)c1	3	3	0.4	4	1	0	-1	-6	-2
COc1ccc(-c2nc(CS(=O)(=O)CC(=O)NC3CCCCCC3)c(C)o2)cc1	-1	-4	-4.2	-3	4	-1	0	-4	3

Only part of the results is shown; count on the stated rates, not on these rows.
